HP1b chromo inh – HTS for Inhibitors of HP1-beta Chromodomain Interactions with Methylated Histone Tails | AlphaScreen HP1-beta / biotin-H3K9me3 peptide binding | Potency, µM (titrated, usually from 114 µM), inactives show at the top dose activity change, negative = inhibition, actives largely listed as inhibitors | hit rate 0.56% among 390,000 | AID 540317, 2011; note: potency is the fitted concentration of half-maximal effect; nearly all actives have a fitted effect of over 70% in size; inactives centre near 23
Target sequence (P83916 whole entry, looked up): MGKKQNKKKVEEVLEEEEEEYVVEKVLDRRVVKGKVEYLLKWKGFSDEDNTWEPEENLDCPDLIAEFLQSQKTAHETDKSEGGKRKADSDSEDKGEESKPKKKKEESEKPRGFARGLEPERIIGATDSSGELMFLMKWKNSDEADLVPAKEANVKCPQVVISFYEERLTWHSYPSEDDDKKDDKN
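HP1-beta protein (50 nM final) preincubated 30 min at room temperature with biotinylated H3(1-18)K9me3 peptide (50 nM) in PBS pH 7.4, 0.01% Tween-20, then compound added for 30 min. AlphaScreen streptavidin donor/nickel chelate acceptor beads (10 ug/mL final), 30 min dark, luminescence read.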
PGK inhibitor – qHTS Assay to Find Inhibitors of Phosphoglycerate Kinase; Phosphoglycerate kinase, glycosomal (Trypanosoma brucei brucei), P07378; PGK/GAPDH coupled, Kinase-Glo luminescence, 60 min; Potency, µM (titrated, usually from 57.5 µM), inactives show at the top dose activity change, negative = inhibition, actives largely listed as inhibitors; hit rate 0.043% among 380,000; note: potency is the fitted concentration of half-maximal effect; % is set by controls: 0 for no effect and ±100 for the full control effect; nearly all actives have a fitted effect of over 60% in size
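Recombinant glycosomal PGK reaction used 1,3-bisphosphoglycerate generated in-well by GAPDH (100nM final) in 100mM TEA pH 7.6, 5mM MgCl2, 0.01% Tween-20. After 60 minutes at room temperature, ATP was read by Kinase-Glo Plus luminescence end-point.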
ERG Ets-DNA blk – qHTS for Small Molecule Inhibitors of the ERG Ets/DNA interaction. Transcriptional regulator ERG (Homo sapiens), P11308. fluorescence polarization, His-ERG Ets domain / labelled DNA. Potency, µM (titrated, usually from 76.9 µM), for inactives: at the top dose FP activity, negative = inhibition, hits mostly inhibitors. hit rate 0.028% among 370,000; active = well fitted inhibition curve with a large enough effect in the polarisation, with a control signal flat; inconclusive = small, poorly fitted or top-dose-only effect, or effect the other way, or a change in a side signal; inactive = no such curve, though single readings can be large or run the other way; the % refers to the polarisation;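 note: polarization taken with two DNA probes labelled with fluorescein and Texas red; potency is the fitted concentration of half-maximal effect; % of control where 0% means no effect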
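His-tagged ERG Ets domain (1 uM in the protein solution; 300mM KCl, 50mM Tris-HCl, 1mM EDTA, 1mM DTT, pH 7.5) received compound, then a probe mix of 5 nM fluorescein-DNA and 100nM Texas-615-DNA. Fluorescence polarization was read for both dyes.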
JMJD2A Tudor – qHTS Assay for Inhibitors of JMJD2A-Tudor Domain | AID 504339, 2011 | Potency, µM (top dose mostly 114 µM), inactives show at the top dose activity change, negative = inhibition, usual class: inhibitors | AlphaScreen JMJD2A-Tudor / H3K4me3 peptide binding | hit rate 4.4% among 390,000 | Lysine-specific demethylase 4A (Homo sapiens), O75164; note: potency is the fitted concentration of half-maximal effect; % is set by controls: 0 for no effect and ±100 for the full control effect; nearly all actives have a fitted effect of over 50% in size
Pin1 inh – qHTS Assay to Find Inhibitors of Pin1 | Potency, µM (series often up to 115 µM), for inactives: at the top dose activity, negative = inhibition, usual class: inhibitors | Pin1 FP peptide displacement, HiFluor488, 10 min | Peptidyl-prolyl cis-trans isomerase NIMA-interacting 1 (Homo sapiens), Q13526 | AID 504891, 2011 | hit rate 0.009% among 390,000; active = well fitted inhibition curve with a large enough effect in the polarisation, with a control signal flat, not every such curve was filed as active; inconclusive = small, poorly fitted or top-dose-only effect, or effect the other way, or a change in a side signal; inactive = no such curve, though single readings can be large or run the other way; the % refers to the polarisation; note: potency is the fitted concentration of half-maximal effect; % is set by controls: 0 for no effect and ±100 for the full control effect
Target sequence (Q13526 whole entry, looked up): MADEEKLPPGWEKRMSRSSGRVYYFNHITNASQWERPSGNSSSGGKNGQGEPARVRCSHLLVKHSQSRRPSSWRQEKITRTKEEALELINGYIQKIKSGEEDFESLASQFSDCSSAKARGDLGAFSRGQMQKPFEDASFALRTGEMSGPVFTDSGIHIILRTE
BAZ2B block – qHTS Assay for Inhibitors of BAZ2B; AlphaScreen BAZ2B-H3K14Ac peptide displacement; AID 504333, 2011; hit rate 4.4% among 360,000; Potency, µM (doses to about 114 µM), for inactives: at the highest dose activity change, negative = inhibition, hits mostly inhibitors; Bromodomain adjacent to zinc finger domain protein 2B (Homo sapiens), Q9UIF8; note: potency is the fitted concentration of half-maximal effect; % is set by controls: 0 for no effect and ±100 for the full control effect; nearly all actives have a fitted effect of over 60% in size
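Compounds, titrated to a top concentration of 110 uM, were incubated 30 min at room temperature with preformed BAZ2B/acetyl-K14 H3 peptide complex (50 nM each). Proximity signal was measured by AlphaScreen after 20 min with beads.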
GLS inhibitor – qHTS for Inhibitors of Glutaminase (GLS) | Glutaminase kidney isoform, mitochondrial (Homo sapiens), O94925 | GLS enzymatic activity, qHTS titration | Potency, µM (top dose mostly 45.5 µM), without a hit: at the highest dose activity change, negative = inhibition, actives largely listed as inhibitors | hit rate 0.21% among 410,000; note: potency is the fitted concentration of half-maximal effect; % is set by controls: 0 for no effect and ±100 for the full control effect
Target sequence (O94925 whole entry, looked up, canonical isoform): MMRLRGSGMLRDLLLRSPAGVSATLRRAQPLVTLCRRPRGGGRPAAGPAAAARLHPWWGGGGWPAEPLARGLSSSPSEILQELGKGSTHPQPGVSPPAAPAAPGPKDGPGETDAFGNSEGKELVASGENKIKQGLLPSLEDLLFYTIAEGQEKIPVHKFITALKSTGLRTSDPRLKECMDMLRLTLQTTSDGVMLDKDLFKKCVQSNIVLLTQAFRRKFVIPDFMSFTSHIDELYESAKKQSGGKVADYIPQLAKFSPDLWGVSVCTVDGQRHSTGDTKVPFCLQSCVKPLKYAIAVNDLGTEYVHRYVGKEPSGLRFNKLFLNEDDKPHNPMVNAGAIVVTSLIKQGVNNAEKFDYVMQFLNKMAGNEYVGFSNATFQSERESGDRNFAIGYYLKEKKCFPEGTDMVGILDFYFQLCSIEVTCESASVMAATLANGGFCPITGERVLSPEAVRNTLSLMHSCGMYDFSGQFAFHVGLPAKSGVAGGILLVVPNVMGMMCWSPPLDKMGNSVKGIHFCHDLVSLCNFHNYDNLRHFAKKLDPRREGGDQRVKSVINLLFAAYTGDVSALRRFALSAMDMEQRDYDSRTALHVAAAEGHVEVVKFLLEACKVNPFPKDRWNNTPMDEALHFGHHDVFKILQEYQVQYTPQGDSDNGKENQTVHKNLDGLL
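hKGA; 45 mM KH2PO4 pH 8.2 + 0.02% Tween-20; cpd via pin tool; 1 mM Gln soln; GluOx/HRP/Amplex Red; RT 30 min; fluor. t0 & final.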
G9a block – qHTS Assay for Inhibitors of Histone Lysine Methyltransferase G9a | Histone-lysine N-methyltransferase EHMT2 (Homo sapiens), Q96KQ7 | G9a H3K9 monomethylation, AlphaScreen, 2 h | Potency, µM (series often up to 102 µM), without a hit: top-dose activity, negative = inhibition, usual class: inhibitors | AID 504332, 2011 | hit rate 8.8% among 350,000; note: potency is the fitted concentration of half-maximal effect; % is set by controls: 0 for no effect and ±100 for the full control effect; nearly all actives have a fitted effect of over 75% in size
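G9a (20 nM) preincubated 15 min RT with compounds, then 500 nM biotinylated H3K9 peptide and 20 uM SAM added; 2 h RT reaction. Monomethyl-H3K9 product detected by AlphaScreen with anti-H3K9me1 antibody, streptavidin donor and anti-rabbit IgG acceptor beads.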
PI4K2A block – qHTS for small molecular inhibitors of PI4K2A; Phosphatidylinositol 4-kinase type 2-alpha (Homo sapiens), Q9BTU6; purified PI4K2A, ADP-Glo luminescence, 1 h; hits give low values; activity change, negative = inhibition, % at 76.9 µM; hit rate 0.13% among 420,000; AID 1346378, 2018; in the data active = activity change below about -50%; inconclusive = mostly about -30% to -49%;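 note: -100% = wells without enzyme as full effect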
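PI4K2A activity was measured by ADP-Glo luminescence: enzyme (4 ug/mL stock) and phosphatidylinositol (1.2 mM stock) in Tris pH 7.5/MgCl2/EGTA/Triton X-100 buffer were reacted with ATP (300 microM stock) for one hour at ambient temperature.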
Numbers without * were called inactive; i = inactive; ? = inconclusive; . = not tested or not shown; ! = not active in a repeat; [ ] = dose if it differs, or a comment. Unless noted, calls come from the whole dose curve; as a rule, active = well fitted curve in the direction sought with a large enough effect; inconclusive = small, poorly fitted or top-dose-only effect, or another doubt; inactive = no such curve, though single readings can be large; an effect the other way counts as inactive or inconclusive.

PGK inhibitor,JMJD2A Tudor,PI4K2A block,Pin1 inh,G9a block,BAZ2B block,HP1b chromo inh,GLS inhibitor,ERG Ets-DNA blk,mol
-1.3%,-4.1%,4.8,1.0%,17.1%[59 µM],12.0%,20.7%,-10.6%,-9.3%,O=c1c2ccccc2nc(-c2ccccc2)n1/N=C/c1ccc([N+](=O)[O-])cc1
0.5%,-17.9%,8.4,-1.3%,?,-0.9%,32.5%,4.3%,3.3%,Cc1nnc(NC(=O)CSc2ccc([N+](=O)[O-])cn2)s1
-3.6%,4.5%,9.5,?,36.9%,-0.6%,26.1%,-1.2%,-11.0%,O=C1OCc2ccc(NC(=O)c3c(F)cccc3Cl)cc21
i,-11.5%,6.7,1.8%,-23.7%,-2.1%,64.0%[activator],-7.2%,-0.9%,COC(CNC(=O)c1cc(-c2ccncc2)nc2ccc(S(=O)(=O)N3CCOCC3)cc12)OC
-13.8%,2.3%,3.1,-1.8%,32.1%[12.7 µM],-4.5%,66.8%[activator],-2.0%,4.4%,FC(F)(F)c1cc(-c2cccs2)n[nH]1
13.8%,-3.5%,-21.0,0.3%,-14.7%,-0.9%,39.7%[activator],-4.2%,-4.1%,Nc1nnc(SCc2ccc([N+](=O)[O-])cc2)s1
-1.8%,-3.0%,0.5,1.4%,11.8%,4.2%,18.5%,1.2%,-3.4%,CCOC(=O)Nc1cc(C(=O)OC)ccc1C
5.0%,-3.3%,-2.2,1.5%,12.2%,1.6%,19.7%,1.3%,-1.8%,COC(=O)c1ccc2c(c1)NC(=O)C(N1CCOCC1)S2 (stereo unspecified)
-10.6%,-25.0%,1.1,?,15.3%[59 µM],2.9%,31.0%,-9.5%,-7.4%,Cc1ccc2c(c1)-c1onc(C(=O)N(C)c3cccc(C(F)(F)F)c3)c1CO2
-7.8%,-5.0%,-2.9,-9.8%,-0.4%[12.7 µM],-3.0%,30.2%[activator],-6.5%,3.8%,COc1ccc(CC(NC(C)=O)C(=O)NC2CCN(C(=O)Nc3ccc(C#N)cc3)CC2)cc1OC (stereo unspecified)
.,-19.1%,5.6,0.4%,2.6%[59 µM],-2.3%,45.4%[activator],7.9%,-22.5%,CCCOc1cccc(C(=O)N(Cc2sccc2C)C2CCS(=O)(=O)C2)c1 (stereo unspecified)
4.4%,-5.1%,1.1,0.8%,45.3%[activator][12.7 µM],-3.3%,18.2%,2.6%,-6.2%,C=CCn1cnc2c(nnn2-c2cc(C)cc(C)c2)c1=O
-9.7%,0.3%,4.8,7.5%,3.4%,-10.7%,54.9%[activator],23.7%,14.6%,CC1CC(CC(=O)NNc2nc(-c3ccccc3)cs2)C(=O)O1 (stereo unspecified)
-0.1%,0.0%,0.7,6.3%,7.3%[59 µM],3.6%,40.7%,2.1%,-0.4%,CC(C)Cn1c(-c2ccccc2Cl)nc2ccccc21
-6.6%,-5.2%,1.8,-1.7%,2.7%,17.6%,29.1%,-1.0%,.,CC1CCCCC1N=CC1=C(O)CC(C)(C)CC1=O (stereo unspecified)
-1.0%,-10.2%,3.1,-3.0%,23.7%,7.9%,28.8%,-9.5%,-27.8%,COc1cc(C(=O)N(C)C2CCCN(Cc3ccccc3F)C2)cc(OC)c1OC (stereo unspecified)
-2.9%,18.9%[57.1 µM],-0.7,-2.6%,3.4%[12.7 µM],3.5%,34.6%,-0.8%,0.3%,CCOc1cc(C(=O)N2CCOCC2)ccc1OCc1ccccc1
i,-14.8%,-1.8,-8.5%,12.0%[59 µM],-4.0%,23.0%,12.7%,-4.8%,CCOC(=O)c1cc(OC(=O)c2ccc(Cl)cc2)n(-c2ccccc2)n1
-5.5%,-23.8%,-0.9,9.3%,8.2%[59 µM],-3.9%,9.7%,1.9%,-8.6%,COc1ccc(-n2cnnc2SCC(=O)Nc2cc(S(=O)(=O)N3CCCCC3)ccc2C)cc1
-2.7%,-2.1%,-0.9,0.0%,.,-2.6%,14.8%,-1.2%,-2.8%,O=C(Cc1ccccc1)NCC(=O)N1CCN(c2ccccc2F)CC1
-7.8%,-15.6%,-10.6,6.5%,6.1%,-22.4%,8.0%,4.1%,5.0%,CCOC(=O)c1c(C)[nH]c(C(=O)CN2C(=O)NC(C)(CC(C)C)C2=O)c1C (stereo unspecified)
-6.4%,-2.1%,-4.4,-0.9%,-2.2%,-15.1%,36.1%,0.0%,12.6%,C=CCN(C(=O)CN1CCCCC1)c1nc(-c2ccccc2)cs1
-9.0%,16.3%,-0.8,0.6%,0.2%[59 µM],14.8%,49.2%[activator],-2.4%,1.4%,CCCNC(=O)c1noc2c1CCc1ccccc1-2
-5.2%,-18.9%,3.7,-1.5%,?,-6.3%,26.2%,5.2%,2.3%,CC(=O)NS(=O)(=O)c1ccc(NC(=O)c2ccc(Cl)cc2[N+](=O)[O-])cc1
-11.3%,-16.6%,-7.4,-8.5%,24.6%,2.2%,-1.4%,1.5%,-11.0%,C=CCN(C(=O)c1csnn1)C(C(=O)NCc1ccc(F)cc1)c1ccccc1F (stereo unspecified)
i,-20.2%,-2.5,4.6%,2.8%[59 µM],7.3%,21.9%,-10.5%,7.5%,COc1cccc(/C=N/n2c(-c3ccco3)nc3ccccc3c2=O)c1OC
.,-7.0%,-6.9,-1.2%,14.4%,-0.1%,-2.6%,-4.8%,10.0%,CSc1ncc(Cl)c(C(=O)Nc2c(C)cccc2C)n1
i,-16.1%,3.6,11.9%,-39.3%,-29.5%,26.1%,0.5%,12.1%,CCN(C(=O)CSc1nc2cc(Cl)ccc2c(=O)n1Cc1ccco1)C1CCS(=O)(=O)C1 (stereo unspecified)
9.7%,-9.9%,-1.3,-1.1%,?,50.1µM*!,26.7%,?,5.6%,COc1ccc(C2C=C(c3ccccc3)Nc3nc(NC(C)=O)nn32)cc1 (stereo unspecified)
1.8%,-11.3%,-3.9,-14.8%,?,?,25.4%,1.5%,-6.2%,CN(Cc1ccccc1)C(=O)c1nc2ccccn2c1CN1CCC(N2CCOCC2)CC1

(cont.)
PGK inhibitor,JMJD2A Tudor,PI4K2A block,Pin1 inh,G9a block,BAZ2B block,HP1b chromo inh,GLS inhibitor,ERG Ets-DNA blk,mol
-6.8%,-13.5%,-1.5,-7.0%,6.6%[12.7 µM],-3.2%,24.2%,25.7%,-3.3%,COc1ccccc1NS(=O)(=O)c1cccc(C(=O)NCC(C)(C)N2CCOCC2)c1
-3.0%,23.9%,8.0,?,25.7%[12.7 µM],6.7%,54.9%[activator],-5.1%,7.4%,O=C(CSc1nnnn1Cc1ccccc1)c1ccc(F)cc1
-4.5%,-15.6%,2.2,6.5%,-1.2%,-15.8%,24.4%,-16.8%,6.4%,FC(F)Oc1ccc(NC(=S)NCc2cccnc2)cc1
.,-4.9%,-0.5,-5.4%,-1.8%,7.6%,36.3%[activator],-2.4%,.,CCOc1ccc(C(=O)Cc2cc(OC)c(OC)cc2[N+](=O)[O-])cc1
i,23.4%,-1.3,29.8%,15.7%[59 µM],18.7%,94.6%[activator],-7.9%,-3.6%,CCOC(=O)c1ccc(Nc2nc3ccccc3n3c(C)nnc23)cc1
-4.1%,-6.4%,3.3,-0.7%,-28.4%[59 µM],15.9%,8.0%,-5.7%,0.6%,NC(=O)C1CCN(c2nc(C3CC3)nc3c2nnn3Cc2ccccc2Cl)CC1
i,?,1.1,30.2%[activator],.,.,-7.6%,12.3%,5.9%,COc1ccc(-c2coc(CCC(=O)N3CCN(c4cc(C)ccc4C)CC3)n2)cc1
-0.6%,-29.9%,-7.0,-6.1%,7.7%,-31.8%,5.1%,1.2%,13.6%,Fc1ccc(CNc2ccc(CNc3ncn[nH]3)cc2)cc1
-2.5%,-12.3%,4.3,-1.5%,.,.,35.8%,37.5%[activator],8.0%,CCCCSc1nc(N)nc2c1ncn2C1OC(CO)C(O)C1O (stereo unspecified)
-6.7%,-19.3%,-2.2,1.9%,5.5%[12.7 µM],-4.6%,16.9%,-2.6%,-5.1%,CC12CCC(c3c(CO)nn(-c4ccccc4)c31)C2(C)C (stereo unspecified)
